Assay outcomes as filed in PubChem BioAssay.
Glioma ERSR ind – ER stress response induction in glioma; 420,000 compounds, 0.02% hits; U87-MG GRP78 promoter luciferase reporter, 16 h; Potency, µM, inactives show at the highest dose activation, usual class: activators; AID 602332; further: potency means the concentration at half of the fitted maximal effect; series mostly up to about 76 µM; % of control where 0% means no effect; nearly all actives have a fitted effect of over 35% in size
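Stably transfected U87-MG glioma cells carrying a GRP78-based luciferase sensor; 16 h compound incubation. Luminescence end-point read 10 min after Bright-Glo addition at room temperature.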
RXFP1 agonist – agonists of human relaxin receptor RXFP1; AID 2676; HEK293T-RXFP1 cAMP TR-FRET, 30 min; response scale: percent of porcine relaxin response, buffer zero; 370,000 compounds, 0.3% hits; Potency, µM (top dose mostly 57.5 µM), inactives show top-dose activation, actives largely listed as activators; Q9HBX9; further: potency means the concentration at half of the fitted maximal effect; on the % scale 0 is the no-effect control and ±100 the full control effect; nearly all actives have a fitted effect of over 60% in size; many of its hits are not listed in these tables
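Agonist response is measured as cAMP accumulation in an RXFP1-transfected HEK293T line under PDE4 inhibition. Values are scaled between buffer-only and 29 nM porcine relaxin, and EC50s come from standard Hill equation fits.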
D1 PAM – potentiators of human D1 dopamine receptor; P21728; HEK293 TREx D1 cells, calcium flux, dopamine EC20 potentiation; potentiation, % at 10 µM; 360,000 compounds, 0.036% hits; AID 504651; in the data active means potentiation above about 30%; further: 0% is about no effect
D1 antag – antagonists of human D1 dopamine receptor; P21728; HEK293 TREx D1 cells, calcium flux, dopamine EC80; stronger effect = lower value; activity change, negative = inhibition, % at 10 µM; 360,000 compounds, 3.2% hits; in the data active means activity change below about -30%; further: on the % scale 0 is the no-effect control and ±100 the full control effect
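Tetracycline-induced HEK293 Trex D1 cells, force-coupled to calcium, dye-loaded; compounds added and read 180 s, then EC80 dopamine added and calcium flux tracked kinetically another 180 s.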
Vif-APOBEC3G blk – Vif-A3G binding inhibition | 410,000 compounds, 0.076% hits | Potency, µM (series often up to 46.1 µM), inactives show top-dose activity, negative = active, most hits filed as inhibitors | HeLa A3G-eYFP + Vif (tagged APOBEC3G with the HIV-1 protein that degrades it), YFP fluorescence, overnight | AID 602310 | Q9HC16;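 further: potency means the concentration at half of the fitted maximal effect; on the % scale 0 is the no-effect control and ±100 the full control effect; nearly all actives have a fitted effect of over 60% in size; hits raise eYFP signal because A3G escapes Vif-driven loss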
Target sequence (Q9HC16 whole entry, looked up): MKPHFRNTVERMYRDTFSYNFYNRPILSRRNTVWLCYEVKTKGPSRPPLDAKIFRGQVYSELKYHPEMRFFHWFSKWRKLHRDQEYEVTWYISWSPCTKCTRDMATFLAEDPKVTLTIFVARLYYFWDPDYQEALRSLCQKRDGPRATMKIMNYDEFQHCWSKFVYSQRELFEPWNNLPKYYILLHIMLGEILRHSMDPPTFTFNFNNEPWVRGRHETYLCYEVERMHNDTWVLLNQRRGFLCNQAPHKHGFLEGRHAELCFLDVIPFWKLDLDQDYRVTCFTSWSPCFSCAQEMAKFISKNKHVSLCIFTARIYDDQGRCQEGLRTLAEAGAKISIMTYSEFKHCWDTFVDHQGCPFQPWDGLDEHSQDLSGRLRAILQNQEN
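HeLa cells stably expressing Vif and C-terminally eYFP-tagged A3G, seeded overnight at 37 deg C, then exposed to compound by pintool overnight at 37 deg C. Rise in yellow fluorescence (Ex 488/Em 500-530, Acumen) marks blocked Vif-driven A3G degradation.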
Vif-A3F inh – Vif-A3F binding inhibition; HeLa A3F-eYFP + Vif (tagged APOBEC3F with the HIV-1 protein that degrades it), YFP fluorescence increase; Potency, µM (series often up to 46.1 µM), for the others: top-dose activity, negative = active; 390,000 compounds, 0.2% hits; further: potency means the concentration at half of the fitted maximal effect; % of control where 0% means no effect; nearly all actives have a fitted effect of over 65% in size
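Fluorescence increase (Ex 488/Em 500-530) after overnight compound treatment at 37 deg C flags inhibition of Vif-driven A3F-eYFP loss in stable HeLa A3F-eYFP/Vif cells seeded overnight beforehand.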
D1 ag – activates the human D1 dopamine receptor | HEK293 T-REx D1 cells, calcium flux, agonist mode | 360,000 compounds, 1% hits | activation, % at 2 µM | P21728; in the data active means activation above about 30%; further: 0% is about no effect
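Agonism was scored from calcium flux recorded over 180 s (1 read/s) after pintool compound addition, following a 10-cycle baseline. Cells were inducible force-coupled HEK293 TREx D1, plated overnight at 30 C and loaded with no-wash calcium dye.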
D2 potentiator – positively modulates the human D2 dopamine receptor allosterically; P14416; HEK293 T-REx D2, calcium flux, EC20 dopamine potentiation; potentiation, % at 10 µM; 340,000 compounds, 0.34% hits; AID 485347;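 active means potentiation over 3 SD above the plate norm, cut at about 30% in these data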; further: 0% is about no effect
Target sequence (P14416 whole entry, looked up): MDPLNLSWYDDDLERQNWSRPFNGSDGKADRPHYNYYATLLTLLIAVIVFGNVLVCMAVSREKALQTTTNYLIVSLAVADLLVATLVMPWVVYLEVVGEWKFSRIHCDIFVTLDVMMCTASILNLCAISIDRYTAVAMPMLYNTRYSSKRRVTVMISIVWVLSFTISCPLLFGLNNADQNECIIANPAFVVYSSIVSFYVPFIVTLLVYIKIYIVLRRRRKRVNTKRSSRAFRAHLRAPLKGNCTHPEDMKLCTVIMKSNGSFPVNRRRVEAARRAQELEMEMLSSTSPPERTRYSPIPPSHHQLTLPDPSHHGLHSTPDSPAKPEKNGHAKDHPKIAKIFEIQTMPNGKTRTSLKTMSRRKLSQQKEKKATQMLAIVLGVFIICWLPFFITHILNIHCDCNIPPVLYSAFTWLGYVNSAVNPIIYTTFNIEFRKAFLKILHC
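Cells plated with tetracycline inducer and held overnight at 30 C; calcium dye loaded 30–90 min at room temperature; baseline taken, compound added and read 180 s; EC20 dopamine then added and read 180 s.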
LDHA block – blocks human lactate dehydrogenase A | purified LDHA, NADH/diaphorase-resazurin fluorescence; stronger effect = lower value | activity change, % (values are at about 110 or 230 µM) | AID 1347041 | 480,000 compounds, 0.15% hits | P00338; in the data active means activity change below about -30%;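 further: plate controls were DMSO wells for no effect and wells without enzyme for full effect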
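Human LDH5 (2 nM) was incubated with 0.06 mM NADH and 0.2 mM pyruvate for 5 min at room temperature in Tris pH 7.4. Remaining NADH was coupled through diaphorase/resazurin, and resorufin fluorescence was read at 0 and 20 min.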
* marks the source's active call; other numbers are inactive results; . = not tested or not shown; & = joins results of further samples. Unless noted, the call rests on the fitted dose curve; in most records, active means well fitted curve in the direction sought with a large enough effect; inconclusive means small, poorly fitted or top-dose-only effect, or another doubt; inactive means no such curve, though single readings can be large; an effect the other way counts as inactive or inconclusive. Some of the compounds tested; the hit share may differ from the screen's.

Structure	Vif-A3F inh	D1 PAM	Glioma ERSR ind	LDHA block	D2 potentiator	D1 antag	RXFP1 agonist	D1 ag	Vif-APOBEC3G blk
CCOc1ccc(-c2nonc2NC(=O)c2oc3cc(Br)ccc3c2C)cc1	-5.8%	-1.4	-4.6%	-7.1	-5.6	6.1	-0.3%	6.1	-5.7%
Cc1ccc(NCc2ccc(O)c3ncccc23)cc1	-10.1%	6.7	-1.4%	12.2	11.1	10.3	2.9%	1.7	4.3%
Cc1ccc(C)c(C(=O)Nc2c(C(N)=O)oc3ccccc23)c1	0.1%	-1.4	-1.6%	-6.9	18.4	6.5	1.5%	0.9	-4.3%
COc1cc(OC)cc(-c2cc3ccc(OC)cc3cn2)c1	2.5%	3.5	-5.3%	2.7	-9.7	.	2.1%	-2.4	-25.0%
O=C(NCc1ccc(F)cc1)c1cc(Sc2ccc(F)cc2F)nc2ccccc12	0.4%	-2.0	-3.4%	-2.4	.	-11.1	-0.7%	3.1	0.7%
CCN1C(=O)N[C@@H](CCc2ccccc2)C(C(=O)OC)=C1C	1.3%	.	-3.6%	0.5	.	.	.	.	-1.7%
CC(CN1c2ccccc2Sc2ccccc21)N(C)C (centres undefined)	4.7%	-3.0	-4.7%&-5.0%&-3.3%&-9.2%	-1.6&2.2	-26.2	-8.1	0.6%	2.7	-2.3%
COC(=O)c1ccc(C(=O)Nc2ccc3c(c2)C(=O)NC3=O)cc1	-17.1%	-7.2	-2.0%	-5.8	5.6	0.7	4.1%	2.6	0.5%
Cc1c(C(=O)OC2CCCCC2)[nH]c2c1C(=O)CC(c1ccc(F)cc1)C2 (centres undefined)	-8.5%	2.1	-1.2%	-4.4	6.6	-4.5	-2.0%	-0.2	2.6%
C/C(CC1CC(COCC(C)C)OC1=O)=N\Nc1nc(-c2ccccc2)cs1 (centres undefined)	-5.4%	-6.5	-2.8%	4.6	10.0	-23.8	-0.1%	-0.2	-5.9%
Cc1cc(C)n(CCC(=O)N=Nc2c(O)[nH]c3ccc(Br)cc23)n1	6.1%	5.9	-5.4%	-11.5	9.4	14.4	0.0%	-0.4	-18.7%
COc1cc(/C=C/c2cc(OC(C)=O)c3ccccc3n2)c(OC(C)=O)c([N+](=O)[O-])c1	-7.7%	-0.8	-2.4%	0.0	-1.1	-10.8	-1.6%	2.0	1.2%
COc1ccc(CN2CCN(C(=O)c3ccc(F)cc3)CC2)c(OC)c1	-3.4%	-3.8	-2.5%	-7.0	-2.4	-2.2	1.0%	6.6	-0.3%
c1ccc(-n2ncc3c(NC4CCCC4)ncnc32)cc1	-3.2%	2.6	-5.3%	4.9&-0.5	-12.3	-6.8	4.9%	-3.9	-1.6%
CCc1c(C)sc2c1CCN(C(=O)Nc1cc(C)ccc1C)C2c1ccc(OC)cc1 (centres undefined)	4.7%	-0.4	-2.0%	0.1	.	2.0	0.3%	4.8	-3.3%
O=C(c1ccc(C#CC2(O)CCCCC2)cc1)N1CCN(Cc2ccccc2)CC1	-1.4%	-10.3	3.2%	-0.1	21.1	-20.4	-0.1%	30.0	1.5%
CCCCNCC(=O)Nc1ccc(NC(=O)CNCCCC)cc1	-2.6%	-3.8	-3.3%	1.5	-3.0	3.9	-2.4%	-0.3	1.3%
O=C(O)CC(NCc1ccco1)C(=O)Nc1cccc(O)c1 (centres undefined)	-1.0%	-3.5	-1.5%	-4.2	-22.5	-6.5	-0.6%	3.6	3.4%
Cc1c(Cc2ccccc2)c(=O)oc2cc(OC(C)C(=O)NCC3CCC(C(=O)O)CC3)c(Cl)cc12 (centres undefined)	5.3%	-5.8	1.4%	3.7	-6.3	25.0	0.4%	1.1	1.3%
O=[N+]([O-])c1ncccc1Oc1nc(-c2cccnc2)nc2ccccc12	2.0%	1.4	-2.8%	-4.1	0.1	-6.4	5.4%	-0.4	4.7%
O=C(CN1CCN(Cc2ccccc2)CC1)NCc1ccc(Cl)cc1	10.7%	-3.5	-3.5%	-5.8	2.0	7.3	4.2%	1.3	-0.4%
COCCn1c(SCC(=O)Nc2sc(C)c(C)c2C#N)nnc1-c1ccc(OC)cc1	1.9%	-7.2	-2.5%	-9.3	-23.1	-7.6	0.2%	-0.7	0.9%
Cc1ccc2nc(N(Cc3cccnc3)C(=O)CCS(=O)(=O)c3ccccc3)sc2c1	-14.5%	-1.9	-0.8%	7.1&-13.4	13.9	.	-1.1%	6.1	-1.3%
CC(=O)CSc1nc2ccccc2s1	-1.8%	2.4	-0.6%	-2.6	-3.9	-1.9	0.6%	1.1	0.6%
O=C(CCC1CCCCC1)Nc1ccc(S(=O)(=O)Nc2nccs2)cc1	-9.3%	6.3	-3.9%	-6.5	.	2.8	2.1%	1.4	-1.5%
COc1ccc(C(=O)c2ccccc2)c(OCC(=O)NC2CC2)c1	2.6%	-4.2	-2.1%	-1.2	13.0	-21.3	0.2%	5.6	0.6%
CC(OC(=O)c1cc(S(=O)(=O)N(C)c2ccccc2)ccc1Cl)C(=O)Nc1ccc2c(c1)OCCO2 (centres undefined)	-0.9%	3.6	0.8%	-7.9	6.9	9.5	0.1%	4.3	-0.5%
COc1ccccc1N1CCN(C2CCCN(S(=O)(=O)c3ccc(C)cc3)C2)CC1 (centres undefined)	3.5%	2.6	-2.7%	-3.3	-18.6	-4.5	-1.6%	1.7	1.2%
CCc1ccc(N2CN(Cc3ccco3)CNC2=S)cc1	0.8%	2.1	-3.2%	6.8	-4.1	4.3	0.4%	2.1	-0.8%
O=C(Cn1nc(Cc2cccnc2)c2ccccc2c1=O)NCCCN1CCCC1=O	-8.7%	-1.7	-4.2%	-3.2	4.7	2.8	2.8%	1.0	2.1%
CN(Cc1ccccc1)C(=O)c1oc(=O)c2ccccc2c1-c1ccccc1	5.1%	4.8	-2.8%	-4.2	-1.2	4.6	1.0%	2.1	-1.4%
CN(C(=O)CSc1nnc(N)s1)C1CCCCC1	0.3%	4.2	-1.3%	-4.5&-5.1	-2.9	4.4	4.2%	0.1	-4.9%
COc1ccc(-n2cnnc2SCC(=O)Nc2cccnc2Cl)cc1	-5.8%	3.6	-5.3%	-7.2	-1.9	3.2	7.1%	2.0	1.5%
Cc1cccc(C)c1NC(=O)C(=O)NCC(c1ccc2c(c1)OCO2)N1CCOCC1 (centres undefined)	1.3%	-4.5	-6.6%	-6.7	8.6	-8.2	-0.5%	0.3	1.4%
CCCCn1c(-c2ccc(OC)cc2)nc2c(=O)n(C)c(=O)[nH]c21	1.4%	-1.9	-0.1%	-1.5&-6.9	-0.8	14.1	2.6%	1.4	0.6%
CC(=O)NC(Cc1ccccc1F)C(=O)NC1CCN(C(=O)NCc2ccccc2)CC1 (centres undefined)	1.6%	-2.1	-2.9%	0.4	-5.7	-23.3	1.6%	5.5	2.0%
CC1(C(=O)OCC(=O)Nc2ccccc2Cl)CC1(Cl)Cl (centres undefined)	-0.4%	0.3	0.0%	-7.8	5.2	-11.2	0.7%	2.5	0.8%
CS(=O)(=O)c1ccc(Cl)c(NC(=O)c2cccc(Br)c2)c1	3.3%	-6.3	-3.3%	-8.5	-11.8	-16.2	3.2%	0.8	-7.3%
CCCCN(CC)CCCNC(=O)C1CCCN(c2ncnc3c2nc2n3CCCCC2)C1 (centres undefined)	-5.7%	-0.5	-2.4%	-3.5	2.4	-1.0	10.4%	-1.2	3.8%
CC(=O)Nc1nc(C)nc(-c2ccccc2)c1C(C)=O	-8.4%	-0.5	-0.7%	-1.4	-0.6	17.1	1.7%	3.6	-0.9%
O=C(NCc1ccc(Cl)cc1)c1cc2cccc3c2n1CCS3	-16.5%	-0.3	-4.1%	-15.9	-7.5	0.8	17.8%	4.0	-17.8%
COc1ccc(CNC(=O)CCCn2nc(C)c3sc4ccccc4c3c2=O)cc1OC	5.4%	-2.6	-2.6%	-2.0	-0.2	1.6	0.7%	8.2	-2.8%
CC(C)NC(=O)C1CCN(C2CCN(C(=O)c3scc4c3CCCC4)CC2)CC1	-9.0%	-2.0	2.5%	-9.1	7.0	-11.4	-0.5%	0.6	-3.3%
O=C(Nc1c(F)c(F)c(F)c(F)c1F)c1ccc(Br)o1	-8.0%	.	-4.2%	-3.8	.	.	.	.	2.0%
CN(C)/C=C1\N=C(c2ccc(Cl)cc2Cl)OC1=O	-1.4%	-4.0	-1.3%	-2.3	-2.7	-24.0	2.4%	0.9	-8.8%
COCCOc1nc2ccccc2nc1C	-8.9%	-8.3	4.9%	-8.7	18.7	-2.6	-0.1%	-3.1	1.4%
O=C(CN1CCN(S(=O)(=O)c2ccc(F)cc2)CC1)Nc1ccccc1C(=O)NC1CC1	-16.0%	4.3	-3.2%	0.1	12.8	-8.8	1.9%	2.2	0.0%
Cc1ccc(N2CCN(S(=O)(=O)c3ccc(Cl)s3)CC2C)cc1 (centres undefined)	-3.0%	5.3	-2.2%	-0.7	-7.3	19.1	-2.3%	0.0	-0.7%
COc1cccc(CN2CC(C(=O)N(C)Cc3nc(C)cs3)CCC2=O)c1 (centres undefined)	7.8%	5.7	-1.7%	-2.1	-10.3	-19.6	1.7%	2.2	4.7%
Cc1cc(C)n(CC(=O)N/N=C/c2c[nH]c3ccccc23)n1	-4.4%	-4.5	0.4%	-0.1	-7.6	4.6	0.7%	2.1	0.6%
